# Screening results from PubChem BioAssay.
# SNCA expr inh: Primary qHTS assay for inhibitors of alpha-synuclein gene (SNCA) expression | HEK-293 SNCA-luciferase knock-in, luminescence, 24 h | Potency, µM (highest dose often 57.2 µM), for inactives: at the top dose activity change, negative = inhibition, actives largely listed as inhibitors | actives 0.17% (n = 140,000) | AID 1671194, 2021;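 note: potency is the fitted concentration of half-maximal effect; plate controls were DMSO cells for no effect and cell-free wells for full effect; nearly all actives have a fitted effect of over 45% in size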
# HEK293 tox: Cytotoxic Profiling in HEK 293 Cell Line of Diverse Libraries Using Quantitative High-Throughput Screening; Potency, µM (highest dose often 115 µM), without a hit: top-dose activity change, negative = cytotoxicity, actives largely listed as inhibitors; HEK 293 viability, ATP luminescence (CellTiter-Glo), 48-72 h; actives 6.6% (n = 94,000); note: potency is the fitted concentration of half-maximal effect; nearly all actives have a fitted effect of over 60% in size
#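 HEK 293 cells seeded at 250 cells/well were exposed to compound for 48 or 72 hr at 37 degree Celsius. Viability taken as ATP content by CellTiter-Glo luminescence.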
# IP6K1 inh: Primary qHTS assay for small molecule inhibitors of Inositol hexaphosphate kinase 1 (IP6K1); IP6K1 kinase, ADP-Glo luminescence, 2 h; stronger effect = lower value; actives 0.81% (n = 140,000); AID 1645851, 2021; activity change, % (series mostly up to about 58 µM); Inositol hexakisphosphate kinase 1 (Homo sapiens), Q92551; in the data active = activity change below about -25%
# Target sequence (Q92551 whole entry, looked up): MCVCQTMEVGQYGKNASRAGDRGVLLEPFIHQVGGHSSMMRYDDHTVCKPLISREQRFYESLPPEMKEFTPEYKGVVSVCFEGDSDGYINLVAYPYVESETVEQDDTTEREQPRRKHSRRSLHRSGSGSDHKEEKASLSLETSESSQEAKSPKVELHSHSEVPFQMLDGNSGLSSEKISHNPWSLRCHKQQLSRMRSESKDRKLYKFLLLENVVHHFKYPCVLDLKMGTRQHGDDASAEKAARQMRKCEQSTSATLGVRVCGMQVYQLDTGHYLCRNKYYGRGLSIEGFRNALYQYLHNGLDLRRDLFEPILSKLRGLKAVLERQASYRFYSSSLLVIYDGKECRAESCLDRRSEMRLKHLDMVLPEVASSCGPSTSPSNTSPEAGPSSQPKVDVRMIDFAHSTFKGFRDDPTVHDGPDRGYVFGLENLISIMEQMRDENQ
#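 ADP-Glo luminescence measures ADP made by human IP6K1 during a 2 h RT reaction with ATP/IP6 (mix at 1.3 mM/130 uM); top library doses 57.5 and 19.1 uM final.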
# SNCA viab count: GF-AFC viability counterscreen for inhibitors of alpha-synuclein gene (SNCA) expression; HEK-293-SNCA-luc viability, GF-AFC fluorescence, 24 h; Potency, µM (highest dose often 57.1 µM), without a hit: at the highest dose activity change, negative = cytotoxicity, most hits filed as cytotoxic; actives 0.12% (n = 150,000); AID 1671193, 2021;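 note: potency is the fitted concentration of half-maximal effect; 0% = DMSO-treated cells and -100% = medium-only wells without cells; nearly all actives have a fitted effect of over 30% in size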
#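 Cytotoxicity counterscreen: after 24 h compound treatment of genome-edited SNCA-luciferase HEK-293 cells, live-cell protease substrate GF-AFC read by fluorescence after 30 min; activity scaled between DMSO (0%) and medium-only (-100%), curves Hill-fitted.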
# 3T3 cytotox: Cytotoxic Profiling in NIH 3T3 Cell Line of Diverse Libraries Using Quantitative High-Throughput Screening; NIH 3T3 viability, CellTiter-Glo ATP luminescence, 48-72 h; Potency, µM (top dose mostly 96.7 µM), without a hit: at the top dose activity change, negative = cytotoxicity, usual class: inhibitors; actives 4.3% (n = 94,000); note: potency is the fitted concentration of half-maximal effect; nearly all actives have a fitted effect of over 55% in size
#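 Cytotoxicity is measured as loss of cellular ATP: NIH 3T3 cells (400/well) are exposed to compound for 48 or 72 hr at 37 °C, then CellTiter-Glo luminescence is imaged after 10 min at room temperature.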
# GPT2 inh: Primary qHTS assay for inhibitors of Glutamate pyruvate transaminase 2 (GPT2). Alanine aminotransferase 2 (Homo sapiens), Q8TD30. Recombinant GPT2, coupled pyruvate oxidase/HRP Amplex Red fluorescence. Potency, µM (titrated, usually from 57.7 µM), for the others: at the top dose activity change, negative = inhibition, hits mostly inhibitors. actives 0.25% (n = 100,000). AID 1671188, 2021; note: potency is the fitted concentration of half-maximal effect; nearly all actives have a fitted effect of over 60% in size; many of its hits are not listed in these tables
# Target sequence (Q8TD30 whole entry, looked up): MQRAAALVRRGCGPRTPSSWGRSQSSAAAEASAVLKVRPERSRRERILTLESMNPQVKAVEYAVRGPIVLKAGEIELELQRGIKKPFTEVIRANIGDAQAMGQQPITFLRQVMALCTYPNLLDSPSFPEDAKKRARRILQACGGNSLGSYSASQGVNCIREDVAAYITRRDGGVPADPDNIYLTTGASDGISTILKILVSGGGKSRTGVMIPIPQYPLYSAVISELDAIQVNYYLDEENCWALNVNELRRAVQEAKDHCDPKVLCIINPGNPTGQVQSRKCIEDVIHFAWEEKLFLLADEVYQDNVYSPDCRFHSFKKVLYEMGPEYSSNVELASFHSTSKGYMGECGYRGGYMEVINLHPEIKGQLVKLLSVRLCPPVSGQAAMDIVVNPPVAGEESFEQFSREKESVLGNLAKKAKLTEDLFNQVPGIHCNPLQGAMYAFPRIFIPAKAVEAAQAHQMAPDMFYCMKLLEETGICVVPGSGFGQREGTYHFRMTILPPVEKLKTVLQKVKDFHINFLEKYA
#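 Fluorescence of coupled pyruvate oxidase/HRP/Amplex Red system (50uM Amplex, 30 min, dark) reports pyruvate formed by GPT2. Enzyme reaction: 10ng/uL GPT2, 2mM L-alanine, 250uM a-KG, 30 min room temperature, pH 7.5; 50uM AOA control.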
# Luciferase inh: Firefly luciferase inhibition profiling of diverse chemical library using quantitative high-throughput screening | Luciferin 4-monooxygenase (Photinus pyralis), P08659 | purified P. pyralis luciferase, luminescence, biochemical | Potency, µM (doses to about 115 µM), for the others: at the highest dose activity change, negative = inhibition, usual class: inhibitors | actives 2.5% (n = 76,000); note: potency is the fitted concentration of half-maximal effect; nearly all actives have a fitted effect of over 65% in size
#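 Cell-free enzyme assay, 10nM P. pyralis luciferase, luciferin and ATP each at 10uM. Inhibition profiled over a 6-point titration, read as luminescence.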
# Numbers without * were called inactive; i = inactive; ? = inconclusive; . = no result given; [ ] = remark or other dose. Unless noted, calls come from the whole dose curve; as a rule, active = well fitted curve in the direction sought with a large enough effect; inconclusive = small, poorly fitted or top-dose-only effect, or another doubt; inactive = no such curve, though single readings can be large; an effect the other way counts as inactive or inconclusive. Unless noted, % is set by controls: 0 for no effect and ±100 for the full control effect.
SMILES,SNCA expr inh,HEK293 tox,IP6K1 inh,SNCA viab count,3T3 cytotox,GPT2 inh,Luciferase inh
Cc1cc(S(=O)(=O)N2CCC(n3cnnc3C3CC3)CC2)ccc1Cl,2.6%,-16.0%,1.0,-5.1%,?,4.2%,11.1%
O=C(NC1CCCCC1)C1CN(S(=O)(=O)c2cccc(F)c2)CC12CCOCC2 (stereo not given),26.2%,0.0%,11.2,1.3%,?,i,-4.1%
COCCCNC(=O)C1CCN(Cc2cc3ccccc3n2Cc2cccc(Cl)c2)CC1,?,.,14.0,?,.,.,.
CC(C)n1nc(OC(C)(C)C(=O)Nc2cccnc2)c2cc(CN3CCOCC3)ccc21,-1.6%[87.6 µM],-25.6%[172 µM],-3.5,5.4%[87.6 µM],28.2µM*,i,0.7%[172 µM]
COc1ccc(C(=O)NC2CCN(C(=O)c3ccc(-c4ncccc4C#N)cc3)CC2)cc1,17.8%,?,-4.3,-3.2%[12.5 µM],-34.0%,?,.
Cc1ccc(C(=O)Nc2c(-c3ccccc3)nc3ccccn23)cc1C,?,.,-5.1,?,.,.,.
CN(Cc1ccc(F)cc1)C(=O)C1CC1,-0.6%[183 µM],3.4%[345 µM],3.4,6.1%[183 µM],-9.5%[279 µM],2.4%[192 µM],-6.0%[299 µM]
O=C1NC[C@@H](CCC(=O)N2CCCC2)N2C[C@@H](NCc3ccc(CO)o3)C[C@@H]12,14.1%[87.6 µM],?,4.5,-5.3%[87.6 µM],-12.0%[174 µM],-9.0%[88.5 µM],4.6%[172 µM]
CSc1ccc(CCNC(=O)CCn2c(=O)c3cccn3c3ccc(F)cc32)cc1,-20.0%,.,-10.6,7.2%,.,.,.
O=C(c1ccsc1)N1CC(c2nnc(-c3ccncc3)o2)C2(CCOCC2)C1 (stereo not given),-7.5%,-6.1%,21.6,-1.7%,-23.8%,?,-8.6%
O=C(CCn1ccn2nc3c(c2c1=O)CCCC3)NCc1ccc(F)c(Cl)c1,42.5%[activator],-15.4%,2.4,-14.9%,-30.0%,-15.7%,-10.8%
CCN1CCN(CCCN2CC3(CCN(C(=O)CN)CC3)OC2=O)CC1,-4.0%,2.7%,8.1,2.1%,1.3%,0.2%,2.7%
CN(C)Cc1cc(CC2(NCc3ccc(N(C)C)cc3)COC2)no1,17.6%[87.6 µM],-4.1%[172 µM],-5.0,0.0%[87.6 µM],1.7%[138 µM],i,1.9%[172 µM]
Cc1c2oc3c(C)ccc(C(=O)NC4C(=O)NC(C(C)C)C(=O)N5CCCC5C(=O)N(C)CC(=O)N(C)C(C(C)C)C(=O)OC4C)c3nc-2c(C(=O)NC2C(=O)NC(C(C)C)C(=O)N3CCCC3C(=O)N(C)CC(=O)N(C)C(C(C)C)C(=O)OC2C)c(N)c1=O (stereo not given),-54.1%,.,.,?,.,0.1%,.
O=[S+]([O-])(c1cccs1)N1CCC2(CC(c3cccc(C(F)(F)F)c3)=NO2)C1 (stereo not given),34.1%[activator],?,-0.4,-10.2%,?,i,.
COc1ccc(CCN2CC(NCc3cccnc3)CC2=O)cc1 (stereo not given),8.6%,1.3%,11.2,4.3%,i,-2.9%,-8.6%
Cc1ccc(NC(=O)CCc2c(C)nc3nc(C)nn3c2C)c(Cl)c1,-16.0%,.,-9.3,3.3%,.,.,.
O=C1CC(c2noc(-c3cc(Cl)ccc3F)n2)CN1c1ccc(F)cc1 (stereo not given),-25.9%,?,9.8,5.7%,?,i,-3.6%
COc1ccc(C2(C(=O)N3CCCC(c4nc(C(C)C)no4)CCNC(=O)CC3)CC2)cc1 (stereo not given),-5.6%,-5.7%,15.3,1.0%,1.3%,1.9%,-8.8%
Cc1cc(C)n(C(C)CC(=O)NCc2ccc(Cl)cc2)n1 (stereo not given),24.0%,.,-5.1,5.0%,.,.,.
CC1CCN(C(=O)Cn2cc(SCC(=O)NCc3ccc(F)cc3)c3ccccc32)CC1,3.1%,.,2.4,?,.,.,.
CNC(=O)c1cc(C2CC2)nc2c1c(C1CCN(C(=O)c3ccncc3)CC1)nn2C,.,i,-11.2,.,4.8%,.,.
CCC(C(=O)NC(=O)NC(C)=O)c1ccccc1 (stereo not given),-13.3%[25.6 µM],.,21.4,9.0%,.,i,.
CN1C[C@H](O)C[C@H]1c1nnc2n1CCN(S(=O)(=O)c1ccccc1)CC2,5.5%,-2.7%,-7.3,-22.5%,-3.7%,-2.6%,-6.5%
Cc1ccc(CNC(=O)c2ccc(Cn3c(SCc4ccccc4F)nc4cccnc43)cc2)cc1,-9.5%,.,26.3,?,.,.,.
COCCNC(=O)CCCn1c(=O)c2cc(OC)c(OC)cc2n(CC(=O)Nc2ccc(F)cc2)c1=O,-8.4%,.,12.3,-5.6%,.,.,.
COC(=O)c1cc2sccc2n1Cc1nc(-c2ccc(C)cc2)oc1C,43.1%[activator],.,-16.8,-0.7%,.,.,.
O=C(CN1CCCC(c2nccn2Cc2cscn2)C1)N1CCOCC1 (stereo not given),-4.3%,-2.9%,2.3,1.3%,-7.5%,i,6.8%
COc1ccc(-c2nc(C3CC(=O)N(c4ccc(F)c(Cl)c4)C3)no2)c(OC)c1 (stereo not given),7.8%,?,-12.4,-5.2%,?,i,6.9%
NC(=O)c1cccc(-c2cc3c(cn2)CN(Cc2ccncc2)CCN3)c1,7.1%[87.6 µM],-17.1%[172 µM],12.1,6.2%[87.6 µM],?,4.5%[88.5 µM],?
COc1ccc(C2(C(=O)N3CCCC(CN4CCOCC4)CC3)CC2)cc1 (stereo not given),16.4%,-19.8%,-11.1,3.8%,-15.4%,1.7%,3.4%
Cc1cccc(NC(=O)C2CCCCC(=O)N2)c1 (stereo not given),10.9%,-0.8%,-4.3,-1.0%,1.7%,i,8.2%
Cc1cc(C)cc(N2CCC(N3CCC(CCC(=O)NC4CC4)CC3)CC2)c1,24.3%,i,31.1,8.1%,1.8%,i,-4.8%
O=C1CC2(CCN(Cc3cccnc3)CC2)Oc2ccccc21,23.3%[87.6 µM],?,-0.1,2.7%[87.6 µM],-22.8%[138 µM],i,-11.2%[172 µM]
CCOc1ccc(OCC)c(NC(=O)c2ccc(-c3ccccc3)s2)c1,-5.6%,.,1.8,12.6%,.,.,.
COc1ccc(CCNC(=O)CCCCCn2c(SCC(N)=O)nc3cc4c(cc3c2=O)OCO4)cc1OC,-3.4%,.,33.7,10.4%,.,.,.
O[C@H]1[C@H](NCc2cccc(C(F)(F)F)c2)[C@@H](c2ccc(N3CCOCC3)nc2)C[C@H]1O,0.5%,-6.0%,-7.5,-12.1%,-24.0%,4.6%,0.1%
Cc1cncc(-c2ccc(S(N)(=O)=O)cc2F)c1,?,-12.1%,-6.2,?,-17.6%,?,-11.0%
O=[N+]([O-])c1cn2c(n1)OC[C@@H](OCc1ccc(-c3ccc(OC(F)(F)F)cc3)nc1)C2,.,.,-15.3,-3.1%,.,-6.4%,.
CC[C@H]1CN(C(C)=O)CC[C@H]1CC(=O)NCc1ccc2c(c1)OCO2,?,-15.8%[172 µM],3.9,-1.2%[87.6 µM],-5.1%[174 µM],-18.1%[88.5 µM],3.8%[172 µM]

# Arranged by heavy-atom count (largest number first): three of the compounds above.
SMILES,SNCA expr inh,HEK293 tox,IP6K1 inh,SNCA viab count,3T3 cytotox,GPT2 inh,Luciferase inh
COCCNC(=O)CCCn1c(=O)c2cc(OC)c(OC)cc2n(CC(=O)Nc2ccc(F)cc2)c1=O,-8.4%,.,12.3,-5.6%,.,.,.
COc1ccc(C2(C(=O)N3CCCC(c4nc(C(C)C)no4)CCNC(=O)CC3)CC2)cc1 (stereo not given),-5.6%,-5.7%,15.3,1.0%,1.3%,1.9%,-8.8%
Cc1ccc(C(=O)Nc2c(-c3ccccc3)nc3ccccn23)cc1C,?,.,-5.1,?,.,.,.

# The listing continues.
SMILES,SNCA expr inh,HEK293 tox,IP6K1 inh,SNCA viab count,3T3 cytotox,GPT2 inh,Luciferase inh
CCOc1ccccc1C(=O)N1CCC2(CC1)N(C)C(=O)CS2(=O)=O,-2.4%,1.7%,-9.4,-7.6%,-4.2%,-0.4%,4.4%
CCOc1ccc(CCNC(=O)c2cc3cc4ccc(OC)cc4nc3s2)cc1OCC,-0.9%,.,29.0,4.1%,.,.,.
CCC(CC)NC(=O)C1CCN(c2cn[nH]c(=O)c2)C1 (stereo not given),-13.8%,i,17.8,2.9%,i,4.2%,0.0%
Cc1ccc(CCNC(=O)c2ccc(CNS(=O)(=O)c3ccc(F)cc3)cc2)cc1,-16.1%,.,0.3,10.2%,.,.,.
CCN(CC)c1ccc2cc(-c3nnc(-c4cccc(Cl)c4)o3)c(=O)oc2c1,87.6%[activator],.,16.4,?,.,.,.
CNc1ncccc1C(=O)N[C@H](c1cccs1)C1CC(O)C1 (stereo not given in full),2.5%,-15.8%,15.4,11.4%,-20.1%,-8.8%,-4.5%
Cc1ccc2ncc3c(-c4ccc(F)cc4)nn(CC(=O)Nc4ccccc4C)c3c2c1,9.2%,.,10.0,5.1%,.,.,.
C#CCNC(=O)c1ccc2nccn2c1,8.1%[87.6 µM],i,-8.6,-0.1%[87.6 µM],i,-8.5%[88.5 µM],.
COc1ccc(C(C)NC(=O)CN(c2cc(OC)ccc2OC)S(=O)(=O)c2ccccc2)cc1 (stereo not given),-10.4%,.,-8.3,2.1%,.,.,.
Cc1ccc(NC(=O)CN2C(=O)COc3ccc(S(=O)(=O)NC4CCCC4)cc32)cc1N(C)C,-3.1%,.,2.0,-29.1%,.,.,.
Cc1ccc(OCC(=O)Nc2cccc(OCc3cc(=O)n4ccccc4n3)c2)cc1C,55.1%[activator],.,11.2,-1.0%,.,.,.
O=C(Nc1ccc(Cl)cc1)N1CCCC(c2nn(-c3ccc(Cl)cc3)c(=O)[nH]2)C1 (stereo not given),2.2%,?,13.4,3.6%,?,-8.2%,-13.2%
O=C(COc1ccccc1F)c1ccc2c(c1)N(CC(=O)N1CCOCC1)C(=O)CO2,4.0%,?,-1.8,2.4%,-19.2%,i,-3.3%
COc1ccccc1N1CCN(c2ncnc3c2cnn3-c2cccc(Cl)c2)CC1,33.7%[activator],.,22.6,4.5%,.,.,.
Cc1[nH]c2ccc(F)cc2c1Cc1nc(C2CCOC2)no1 (stereo not given),4.6%,-10.0%,-5.2,4.9%,-23.0%,4.5%,5.3%
COCCNC(=O)c1ccc2oc(-c3ccnc(Cl)c3)nc2c1,-18.3%,?,7.8,3.6%[12.5 µM],-20.6%,-0.1%,.

# An excerpt. The share of hits here may be higher or lower than overall.
